KinaseGlo FLuc: Kinase-Glo luciferase inhibition (counter-screen); Kinase-Glo luciferase, ATP luminescence, 8 min; Potency, µM (titrated, usually from 38.3 µM), for inactives: top-dose activity change, negative = inhibition, actives largely listed as inhibitors; 200,000 compounds, 0.28% hits; Q27757; note: % is set by controls: 0 for no effect and ±100 for the full control effect; nearly all actives have a fitted effect of over 60% in size
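Light output from Kinase-Glo luciferase with luciferin and 10 uM ATP in 50 mM imidazole pH 7.2, KCl, MgCl2, Tween 20, BSA; compound pin-delivered, 8-min ambient incubation, then luminescence read.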
RECQ1 helicase: blocks DNA unwinding by human RECQ1 | P46063 | RECQ1 DNA unwinding, red fluorescence kinetic read | Potency, µM (series often up to 57.3 µM), for the others: at the highest dose activity, negative = inhibition, most hits filed as inhibitors | 240,000 compounds, 0.54% hits;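 note: plate controls were vehicle for no effect and no enzyme for full effect; nearly all actives have a fitted effect of over 30% in size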
Target sequence (P46063 whole entry, looked up): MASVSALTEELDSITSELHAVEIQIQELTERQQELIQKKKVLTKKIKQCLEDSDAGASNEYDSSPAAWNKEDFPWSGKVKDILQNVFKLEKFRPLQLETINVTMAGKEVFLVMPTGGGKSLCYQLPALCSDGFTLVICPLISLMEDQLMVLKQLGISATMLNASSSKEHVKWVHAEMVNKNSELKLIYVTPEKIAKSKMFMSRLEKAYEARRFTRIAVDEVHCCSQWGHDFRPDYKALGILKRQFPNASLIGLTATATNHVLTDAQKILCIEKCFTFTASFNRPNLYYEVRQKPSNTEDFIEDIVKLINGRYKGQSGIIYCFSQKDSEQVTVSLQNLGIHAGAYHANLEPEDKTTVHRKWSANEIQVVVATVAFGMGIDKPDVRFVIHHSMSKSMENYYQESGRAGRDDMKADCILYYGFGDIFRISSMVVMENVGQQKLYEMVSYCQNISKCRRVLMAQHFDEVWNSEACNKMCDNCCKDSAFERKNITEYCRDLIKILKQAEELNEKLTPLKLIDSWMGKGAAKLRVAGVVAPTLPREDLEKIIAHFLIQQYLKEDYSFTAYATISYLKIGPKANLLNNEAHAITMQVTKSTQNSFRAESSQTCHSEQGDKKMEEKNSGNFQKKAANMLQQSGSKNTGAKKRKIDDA
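RECQ1T1 50 nM; forked duplex (20 bp + 30-nt ss tails) 200 nM, ATP 2 mM final; pH 8.0, 2 mM MgCl2, 2.5 ug/ml poly(dI-dC); 15 min compound preincubation; discontinuous kinetic read over 2 h at RT.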
SMN2 splice enh: enhancers of SMN2 splice variant expression | 210,000 compounds, 2.8% hits | AID 1458 | HEK293 SMN2-luciferase splicing reporter, luminescence, 30-36 h | Potency, µM (highest dose often 46.1 µM), inactives show top-dose activity change, positive = activation, most hits filed as activators; note: % of control where 0% means no effect; nearly all actives have a fitted effect of over 55% in size
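qHTS luciferase splicing reporter: luminescence rises when SMN2 exon 7 is included in transfected HEK293 cells. Compound exposure lasted 30-36 h at 37C, with 4.5 mM final sodium butyrate as control, followed by a ONE-Glo read.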
Epigenetic derep: derepresses silenced GFP reporter in murine cells; 280,000 compounds, 0.2% hits; murine LDR cells, GFP reporter derepression, 30 h; AID 1865; Potency, µM (top dose mostly 53.9 µM), inactives show top-dose GFP activation, hits mostly activators; note: % of control where 0% means no effect; nearly all actives have a fitted effect of over 60% in size
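Readout is the number of GFP-expressing murine LDR cells, counted by cytometry following washing. Cells were treated with compound for 30 h at 37 C; the stably integrated CMV-GFP locus is normally silent.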
IMPase Li inh: cell-permeable IMPase inhibitors with lithium potentiation. Potency, µM (top dose mostly 59.4 µM), without a hit: top-dose activity, negative = IMPase inhibition, usual class: inhibitors. 210,000 compounds, 0.35% hits. AID 1457. CHO-M1 cells, IP1 TR-FRET (IP-One), carbachol + lithium;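 note: IP1 builds up when IMPase is blocked and the TR-FRET signal falls; plate controls were basal vehicle for no effect and high inhibitor control for full effect; nearly all actives have a fitted effect of over 50% in size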
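Readout is a homogeneous TR-FRET IP1 immunoassay (Ex 320, Em 665 and 620), where raised cytosolic IP1 lowers signal. Cells were CHO-M1 treated 30 min at 37C with test compounds plus a little lithium; AC50 values came from Hill-equation fitting.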
JMJD2E inh: blocks human JMJD2E demethylase activity; B2RXH2; JMJD2E catalytic domain, FDH-coupled NADH fluorescence (FDH is formaldehyde dehydrogenase); Potency, µM (series often up to 57.1 µM), for inactives: top-dose activity change, negative = inhibition, usual class: inhibitors; 230,000 compounds, 1.6% hits; AID 2147; active = well fitted inhibition curve with a large enough effect, not every such curve was filed as active; inconclusive = small, poorly fitted or top-dose-only effect, or another doubt; inactive = no such curve, though single readings can be large or run the other way;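 note: 0% = wells with enzyme and -100% = buffer wells without enzyme; nearly all actives have a fitted effect of over 50% in size; many of its hits are not listed in these tables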
NPSR antagonist: neuropeptide S receptor (human) antagonism, cAMP; Q6W5P4; CHO-NPSR cells, cAMP TR-FRET, antagonist mode; Potency, µM (doses to about 38.3 µM), for inactives: at the top dose activity change, negative = inhibition, hits mostly inhibitors; 220,000 compounds, 1% hits; note: % is set by controls: 0 for no effect and ±100 for the full control effect; nearly all actives have a fitted effect of over 50% in size; many of its hits are not listed in these tables
Target sequence (Q6W5P4 whole entry, looked up): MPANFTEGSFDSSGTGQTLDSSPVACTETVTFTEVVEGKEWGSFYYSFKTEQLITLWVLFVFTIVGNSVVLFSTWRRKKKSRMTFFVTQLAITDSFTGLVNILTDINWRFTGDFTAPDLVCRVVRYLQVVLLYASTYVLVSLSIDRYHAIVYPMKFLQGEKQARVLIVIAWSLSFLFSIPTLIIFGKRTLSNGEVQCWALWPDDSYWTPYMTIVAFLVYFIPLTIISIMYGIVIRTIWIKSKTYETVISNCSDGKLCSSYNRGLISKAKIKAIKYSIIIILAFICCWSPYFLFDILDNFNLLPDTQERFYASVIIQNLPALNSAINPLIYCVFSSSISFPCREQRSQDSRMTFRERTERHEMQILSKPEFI
GoLoco inh red: RGS12 GoLoco-Gai1 interaction inhibition. Gai1:RGS12 GoLoco peptide FP, rhodamine, 10 min. Potency, µM (highest dose often 61.6 µM), without a hit: top-dose activity, negative = inhibition, hits mostly inhibitors. 230,000 compounds, 0.44% hits. AID 880; active = well fitted inhibition curve with a large enough effect, not every such curve was filed as active; inactive = no such curve, though single readings can be large or run the other way; note: % is set by controls: 0 for no effect and ±100 for the full control effect; nearly all actives have a fitted effect of over 30% in size; many of its hits are not listed in these tables
* = called active by the depositor; i = inactive; ? = inconclusive; . = no result given; [ ] = dose if it differs, or a comment. Unless noted, calls come from the whole dose curve; as a rule, active = well fitted curve in the direction sought with a large enough effect; inconclusive = small, poorly fitted or top-dose-only effect, or another doubt; inactive = no such curve, though single readings can be large; an effect the other way counts as inactive or inconclusive. Potency is the fitted concentration of half-maximal effect. These rows are one share of the data; the hit share may differ from the screen's.

Fields – SMN2 splice enh, KinaseGlo FLuc, Epigenetic derep, NPSR antagonist, JMJD2E inh, RECQ1 helicase, GoLoco inh red, IMPase Li inh
- COc1ccc(NC(=O)Nc2nccs2)cc1
→ 14µM*, -15%, -2.1%, -10%[46.1 µM], 1%, i, 22%, 26%[38.3 µM]
- CC(C)Cn1c(N2CCN(CC(=O)Nc3ccc(Cl)cc3)CC2)nc2ccccc21
→ ., -5%, -1.1%, -13%, -4%, -10%, 18%, 18%
- CC1(C)CC(=O)C(C=NCCN2CCN(CC(=O)Nc3ccc(Cl)cc3)CC2)=C(O)C1
→ -12%, -1%, 1.1%, 6%, 1%, i, 7%, -3%
- CC(=O)NC(Cc1c[nH]c2ccccc12)C(=O)Nc1ccc2c(c1)OCO2 (stereo unspecified)
→ ?, 5%, 0.0%, -7%[46.1 µM], -1%, -1%, 10%, 20%[38.3 µM]
- CC(=O)NC1(C2CCCCC2=O)CCCCC1 (stereo unspecified)
→ 2%, 5%, 1.0%, 8%[46.1 µM], 0%, -4%, 2%, -11%[38.3 µM]
- O=S(=O)(NCc1cc(-c2ccccc2Cl)no1)c1ccccc1
→ -14%, -7%, 0.0%, -7%[46.1 µM], 2%, -4%, 9%, 0%[38.3 µM]
- COc1cc(C2C(C(=O)c3ccco3)=C(O)C(=O)N2Cc2cccnc2)cc(OC)c1OC (stereo unspecified)
→ -11%, -5%, -2.3%, -7%[46.1 µM], -1%, -4%, 0%, -10%[38.3 µM]
- Cc1ccc2c(c1)C(c1ccc(F)cc1)N(C(=O)C1CC1)CC(=O)N2 (stereo unspecified)
→ 11%, 2%, 5.5%, 0%[46.1 µM], 4%, -6%, 5%, 6%[38.3 µM]
- O=C(Nc1ccc(Cl)cc1)Nc1cc(S(=O)(=O)N2CCOCC2)ccc1N1CCCC1
→ 30%, 0%, -1.8%, -5%, 5%, 2%, 8%, -23%
- CC[C@H](C)[C@H](NC(N)=O)C(=O)OCC(=O)NCc1ccc(Cl)cc1
→ ., 0%, -1.8%, 8%, 12%, -14%, 2%, 4%
- O=S(=O)(Nc1ccc2c(c1)OCCO2)c1cccc2nsnc12
→ -13%, 2%, -5.5%, -10%[46.1 µM], 6%, -7%, 1%, 16%[38.3 µM]
- Cc1cc2cc(CN(Cc3cccs3)C(c3nnnn3C(C)(C)C)C(C)C)c3nnnn3c2cc1C (stereo unspecified)
→ -22%, 2%, -0.8%, -14%[46.1 µM], 6%, i, 23%, 5%
- NC(=O)C1CCCN(C(=O)NC2CCCCC2)C1 (stereo unspecified)
→ 6%, -2%, 3.2%, -5%[46.1 µM], 2%, i, -7%, 18%[38.3 µM]
- C=CCn1c(P(=O)(O)c2ccccc2)nc2ccccc21
→ ?, 4%, 0.0%, -1%[46.1 µM], -1%, 9%, 5.6µM*, -11%[38.3 µM]
- Nc1ncnc2nn([C@H]3O[C@@H](CO)[C@@H](O)[C@H]3O)nc12
→ -12%[9.22 µM], -1%[7.66 µM], ., ., ., ., 7%[14.2 µM], 7%
- O=C(O)C1Cc2ccccc2CN1C(=O)CCl (stereo unspecified)
→ 17%, -1%, -0.3%, 11%, -24%, -5%, -1%, 0%
- FC(F)(F)c1ccc(Cl)c(NC(=S)N/N=C/c2ccccc2C(F)(F)F)c1
→ 29%, 3%, 2.1%, -12%, 4%, 6%, 6%, -15%
- CCC(=O)NC(NC(=S)Nc1ccc(S(N)(=O)=O)cc1)C(Cl)(Cl)Cl (stereo unspecified)
→ 5%, -1%, -3.2%, 9%, ?, -5%, -2%, 4%
- O=C1CCCC2=C1C(c1ccc(Cl)cc1)n1c(s/c(=C\c3ccc4ccncc4c3)c1=O)=N2 (stereo unspecified)
→ -10%, 2%, 0.0%, -16%, -3%, -2%, 89%[activator], 26%
- CCCn1c(=N)n(CC(=O)C(C)(C)C)c2ccccc21
→ -10%, -4%, 6.2%, -21%[7.67 µM], 8%, -21%, -3%, 10%[38.3 µM]
- C[Si](C)(C)Cl
→ 5%, ., ., ., ., -12%, -3%, 7%
- COc1ccccc1Oc1nc(-c2ccccc2)cc(C)c1S(C)(=O)=O
→ -9%, -1%, 0.0%, ?, -5%, -10%, 9%, 8%[38.3 µM]
- COc1cc(-c2ccc(NC(=O)NC3CC3)c(OC)c2)ccc1NC(=O)NC1CC1
→ ., ., 0.0%, 22%, ?, -6%, 4%, .
- Cc1cc(S(=O)(=O)Nc2ccc(C(=O)N3CCN(C(=O)c4ccco4)CC3)cc2)ccc1F
→ -47%[inhibitor], -2%, -2.9%, -14%[46.1 µM], -12%, -10%, -7%, 19%[38.3 µM]
- CC(/C=C/c1ccco1)=N\NC(=O)COc1ccc(C)c(C)c1
→ ., -4%, ?, -18%, 0%, i, 80%[activator], 3%
- CC1=C(C(=O)OC(C)C)C(c2ccccc2)NC(=S)N1C (stereo unspecified)
→ -39%[inhibitor], -2%, -1.6%, 11%, -14%, -2%, 8%, 2%
- O=C(NN1CCCCC1)c1cccc2ccccc12
→ 9%, 0%, -0.1%, 17%, 13%, i, 7%, -6%
- Cc1ccc(C(=O)N/C(=C\c2ccc(-c3ccc(Cl)cc3)o2)C(=O)NCCCN(C)C)cc1
→ -37%[inhibitor], -6%, 1.3%, -41%, ?, -9%, 7%, 25%
- COc1ccc(CN[C@H](C)C(=O)O)cc1
→ 2%[9.22 µM], -3%[7.66 µM], ., ., ., ., -5%[14.2 µM], 0%
- Clc1ccc(-c2nnc(SCc3cn4ccsc4n3)n2CC2CCCO2)cc1 (stereo unspecified)
→ 11%, -5%, -0.9%, -13%[7.67 µM], -1%, -10%, 6%, 2%[38.3 µM]
- O=C1C2N=NN(CC(=O)N3N=C(c4ccccc4)CC3c3ccc([N+](=O)[O-])cc3)C2C(=O)N1c1ccccc1 (stereo unspecified)
→ -13%, -1%, 0.2%, -14%, 7%, i, 8%, -3%
- CCn1ccnc1CN(C)Cc1nc(-c2ccc(C(=O)OC)cc2)no1
→ ., ., -1.1%, -7%, 0%, -5%, 5%, .
- COCCNCCCCOc1c(Cl)cc(C)cc1Br
→ -8%, -1%, 1.2%, 9%[46.1 µM], -22%, 10%, 4%, 0%[38.3 µM]
- C/C(Cl)=C/Cn1c(NCCN(C)C)nc2c1c(=O)n(C)c(=O)n2C
→ 10%, 1%, -0.9%, -11%[46.1 µM], -3%, -8%, 4%, 3%
- Cc1onc(-c2c(F)cccc2Cl)c1C(=O)NNC(=O)C1CCN(Cc2ccccc2)CC1
→ 4%, 2%, -0.3%, 6%, 8%, 0%, -1%, 15%
- CCC(=O)Nc1ccc2nc(C3CC3)n(Cc3ccc(C(C)(C)C)cc3)c(=O)c2c1
→ ., ., 0.0%, -16%, ?, -1%, -6%, .
- CC(=O)NC(CC(=O)Nc1ccc(S(=O)(=O)N2CCCC2)cc1)c1ccccc1 (stereo unspecified)
→ -9%, 6%, 5.2%, 6%[46.1 µM], 2%, 9%, 0%, 4%[38.3 µM]
- CC(C)(C)NC(=O)C(c1ccncc1)N(Cc1cccs1)C(=O)c1csnn1 (stereo unspecified)
→ ., ., -1.1%, 10%, -9%, i, 2%, .
- Cc1ccc(OCC(=O)N/N=C\c2cccs2)c([N+](=O)[O-])c1
→ 2%, 4%, -3.2%, 7%, -1%, -3%, 0%, -1%
- CCCC[n+]1ccn(C2=C([O-])c3ccccc3C(=O)/C2=N\S(=O)(=O)c2ccccc2)c1
→ -51%[inhibitor], -5%, -0.2%, 3%[46.1 µM], 0%, -4%, 20%, -2%[38.3 µM]

7 compounds drawn at random from the list so far:
Fields – SMN2 splice enh, KinaseGlo FLuc, Epigenetic derep, NPSR antagonist, JMJD2E inh, RECQ1 helicase, GoLoco inh red, IMPase Li inh
- CC(=O)NC(CC(=O)Nc1ccc(S(=O)(=O)N2CCCC2)cc1)c1ccccc1 (stereo unspecified)
→ -9%, 6%, 5.2%, 6%[46.1 µM], 2%, 9%, 0%, 4%[38.3 µM]
- COc1ccc(NC(=O)Nc2nccs2)cc1
→ 14µM*, -15%, -2.1%, -10%[46.1 µM], 1%, i, 22%, 26%[38.3 µM]
- Cc1cc(S(=O)(=O)Nc2ccc(C(=O)N3CCN(C(=O)c4ccco4)CC3)cc2)ccc1F
→ -47%[inhibitor], -2%, -2.9%, -14%[46.1 µM], -12%, -10%, -7%, 19%[38.3 µM]
- CCCC[n+]1ccn(C2=C([O-])c3ccccc3C(=O)/C2=N\S(=O)(=O)c2ccccc2)c1
→ -51%[inhibitor], -5%, -0.2%, 3%[46.1 µM], 0%, -4%, 20%, -2%[38.3 µM]
- C[Si](C)(C)Cl
→ 5%, ., ., ., ., -12%, -3%, 7%
- O=C1C2N=NN(CC(=O)N3N=C(c4ccccc4)CC3c3ccc([N+](=O)[O-])cc3)C2C(=O)N1c1ccccc1 (stereo unspecified)
→ -13%, -1%, 0.2%, -14%, 7%, i, 8%, -3%
- C/C(Cl)=C/Cn1c(NCCN(C)C)nc2c1c(=O)n(C)c(=O)n2C
→ 10%, 1%, -0.9%, -11%[46.1 µM], -3%, -8%, 4%, 3%

(further entries)
Fields – SMN2 splice enh, KinaseGlo FLuc, Epigenetic derep, NPSR antagonist, JMJD2E inh, RECQ1 helicase, GoLoco inh red, IMPase Li inh
- O=c1sc2ccccc2c(N2CCN(c3ccccc3)CC2)c1[N+](=O)[O-]
→ -2%, -2%, 0.9%, 8%, -4%, 15%, 7%, 1%
- O=C(O)CNc1ccc(C(=O)O)cc1
→ -8%[9.22 µM], -2%[7.66 µM], ., ., ., ., 2%[14.2 µM], 2%
- COCCNC(=O)CN1CCC(NC(=O)Nc2ccccc2)CC1
→ 3%, -1%, 0.0%, 2%[46.1 µM], 5%, -4%, 4%, 2%[38.3 µM]
- COc1ccc(N)cc1S(=O)(=O)Nc1ccccc1Cl
→ ., ., -1.0%, 14%, -28%, -18%, 0%, .

Compound activity deposited in PubChem BioAssay by National Center for Advancing Translational Sciences (NCATS).
